Bioassay records: PubChem, The Scripps Research Institute Molecular Screening Center
TDP2 absorb – human TDP2 enzyme inhibitors, primary screen, biochemical, epi absorbance, recombinant enzyme; Tyrosyl-DNA phosphodiesterase 2 (Homo sapiens), O95551; T5PNP hydrolysis, p-nitrophenol absorbance 415 nm; inhibition, % at 12.8 µM; hit rate 0.34% among 370,000; AID 720702, 2013;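 active means inhibition above the mean of all tested compounds plus 3 SD, set per campaign, cut at about 25% in these data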;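 further: 0% = DMSO with enzyme and 100% = buffer with substrate but no TDP2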
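System – recombinant human TDP2 · Quantity – TDP2 enzyme at 120 nM final · Doses – single concentration, 12.8 µM nominal, with 1% DMSO · Incubation – 2 h at 37 °C · Measured by – epi absorbance of p-nitrophenol freed from T5PNP by hydrolysis · Read-out – % inhibition relative to enzyme-containing and enzyme-free wells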
LEDGF integ inh – blockers of LEDGF/p75-dependent integrase strand transfer – biochemical, TR-FRET, high throughput, primary screen; TR-FRET IN-LEDGF/p75 DNA integration, Eu/Cy5; inhibition, % at 3.7 µM; hit rate 0.64% among 370,000; AID 743269, 2014;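 active means inhibition above the screen-wide mean plus 3 SD, cut at about 13% in these data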;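 further: signal is the Cy5 over europium emission ratio at 671 and 618 nm; 0% = plate median of compound wells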
ADAM17 inh – ADAM17 inhibitors, primary screen, biochemical, QFRET. inhibition, % at 6.95 µM. Disintegrin and metalloproteinase domain-containing protein 17 (Homo sapiens), P78536. hit rate 0.83% among 370,000. recombinant ADAM17, EDANS/DABCYL FRET peptide cleavage;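 active means inhibition above the mean of compounds lying between control limits plus 3 SD, set per campaign, cut at about 8.5% in these data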;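 further: 0% = DMSO-only wells as the low control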
Tn7 DDE FP – inhibitors of Tn7 peptide binding to fibrin DD(E), primary screen, biochemical, fluorescence polarization, human fibrin, Tn7 probe; Fibrinogen beta chain (Homo sapiens), P02675; FP displacement of FITC-Tn7 peptide from fibrin DD(E); 0% = median of compound wells per plate; inhibition, % at 8.3 µM; hit rate 0.13% among 370,000;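 active means inhibition above the mean of compounds falling within the control limits plus 3 SD of them, cut at about 14% in these data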;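 further: 0% = plate median of compound wells and 100% = 10 µM Aha-Tn7 peptide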
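Test system: human clot-derived fibrin DD(E) complex / Quantity: 2 µM final DD(E) protein / Incubation: 10 min plus 3 h, room temperature / Measured by: fluorescence polarization / Benchmarks: high control of 10 µM Aha-Tn7 peptide / Replicates: singlicate testing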
ASAP1 GAP inh – inhibitors of human ASAP1 ArfGAP activity, primary screen, biochemical, fluorescence polarization; ASAP1-stimulated ARF1 GTP hydrolysis, GDP FP detection; hit rate 0.19% among 360,000; AID 624377, 2012; inhibition, % at 16.5 µM; in the data active means inhibition above about 25%;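 further: 0% = vehicle with enzyme and substrate and 100% = no enzyme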
ARFGAP1 inhibitor – inhibitors of rat ARFGAP1 GAP activity, primary screen, biochemical, fluorescence polarization, GDP tracer; AID 651572, 2012; ADP-ribosylation factor GTPase-activating protein 1 (Rattus norvegicus), Q62848; hit rate 0.26% among 360,000; inhibition, % at 16.5 µM; Arfgap1-stimulated ARF1 GTP hydrolysis, GDP FP detection;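 active means inhibition above a per-plate limit, mean inhibition of low control wells plus 3 SD, cut at about 25% in these data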;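 further: 0% = DMSO wells with enzyme and 100% = wells lacking Arfgap1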
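system = rat Arfgap1 catalytic domain, aa 1-136 | technique = FP, GDP Alexa 633 tracer displaced from anti-GDP antibody, 620/688 nm | compound = one concentration, 16.5 µM, DMSO 1.26% | medium = HEPES-based buffer, pH 7.5 | timing = compound-enzyme preincubation 20 min, reaction 120 min, detection 60 min, 25 °C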
ADAM10 inh – human ADAM10 inhibitors, primary screen, biochemical, QFRET, HTS; AID 720582, 2013; Disintegrin and metalloproteinase domain-containing protein 10 (Homo sapiens), O14672; inhibition, % at 7 µM; hit rate 0.62% among 370,000; recombinant ADAM10, EDANS/DABCYL FRET peptide cleavage, 3 h;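 active means inhibition above a per-campaign cutoff equal to the mean of compounds falling between control-based bounds plus 3 SD, cut at about 20% in these data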;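 further: 0% = DMSO wells while the 100% control is not disclosed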
Tn6 DDE FP – inhibitors of Tn6 peptide binding to fibrin DD(E), primary screen, biochemical, fluorescence polarization, human fibrin, Tn6 probe. hit rate 0.21% among 370,000. Fibrinogen beta chain (Homo sapiens), P02675. Fibrin DD(E) TRITC-Tn6 fluorescence polarization displacement. inhibition, % at 8.3 µM;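 active means inhibition above a per-campaign cutoff: mean of compounds within control limits plus 3 SD, cut at about 15% in these data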;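 further: 0% = median of all compound wells on the plate and 100% = blocking peptide control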
proKLK7 act – proKLK7 zymogen activators, primary screen, biochemical, fluorescence intensity | hit rate 0.9% among 370,000 | Kallikrein-7 (Homo sapiens), P49862 | purified proKLK7, EDANS-DABCYL substrate fluorescence; 100% is mature enzyme control, 0% vehicle | activation, % at 7 µM | AID 652039, 2013;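 active means activation above the mean of all tested compounds plus 3 SD, computed per campaign excluding outliers beyond control limits, cut at about 13% in these data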
PLC-gamma1 inh – PLC-gamma1 enzyme inhibitors, primary screen, biochemical, fluorescence, purified enzyme. AID 720700, 2013. hit rate 0.84% among 370,000. fluorogenic substrate. inhibition, % at 12.2 µM. 1-phosphatidylinositol 4,5-bisphosphate phosphodiesterase gamma-1 (Homo sapiens), P19174; in the data active means inhibition above about 9.5%
Target sequence (P19174 whole entry, looked up): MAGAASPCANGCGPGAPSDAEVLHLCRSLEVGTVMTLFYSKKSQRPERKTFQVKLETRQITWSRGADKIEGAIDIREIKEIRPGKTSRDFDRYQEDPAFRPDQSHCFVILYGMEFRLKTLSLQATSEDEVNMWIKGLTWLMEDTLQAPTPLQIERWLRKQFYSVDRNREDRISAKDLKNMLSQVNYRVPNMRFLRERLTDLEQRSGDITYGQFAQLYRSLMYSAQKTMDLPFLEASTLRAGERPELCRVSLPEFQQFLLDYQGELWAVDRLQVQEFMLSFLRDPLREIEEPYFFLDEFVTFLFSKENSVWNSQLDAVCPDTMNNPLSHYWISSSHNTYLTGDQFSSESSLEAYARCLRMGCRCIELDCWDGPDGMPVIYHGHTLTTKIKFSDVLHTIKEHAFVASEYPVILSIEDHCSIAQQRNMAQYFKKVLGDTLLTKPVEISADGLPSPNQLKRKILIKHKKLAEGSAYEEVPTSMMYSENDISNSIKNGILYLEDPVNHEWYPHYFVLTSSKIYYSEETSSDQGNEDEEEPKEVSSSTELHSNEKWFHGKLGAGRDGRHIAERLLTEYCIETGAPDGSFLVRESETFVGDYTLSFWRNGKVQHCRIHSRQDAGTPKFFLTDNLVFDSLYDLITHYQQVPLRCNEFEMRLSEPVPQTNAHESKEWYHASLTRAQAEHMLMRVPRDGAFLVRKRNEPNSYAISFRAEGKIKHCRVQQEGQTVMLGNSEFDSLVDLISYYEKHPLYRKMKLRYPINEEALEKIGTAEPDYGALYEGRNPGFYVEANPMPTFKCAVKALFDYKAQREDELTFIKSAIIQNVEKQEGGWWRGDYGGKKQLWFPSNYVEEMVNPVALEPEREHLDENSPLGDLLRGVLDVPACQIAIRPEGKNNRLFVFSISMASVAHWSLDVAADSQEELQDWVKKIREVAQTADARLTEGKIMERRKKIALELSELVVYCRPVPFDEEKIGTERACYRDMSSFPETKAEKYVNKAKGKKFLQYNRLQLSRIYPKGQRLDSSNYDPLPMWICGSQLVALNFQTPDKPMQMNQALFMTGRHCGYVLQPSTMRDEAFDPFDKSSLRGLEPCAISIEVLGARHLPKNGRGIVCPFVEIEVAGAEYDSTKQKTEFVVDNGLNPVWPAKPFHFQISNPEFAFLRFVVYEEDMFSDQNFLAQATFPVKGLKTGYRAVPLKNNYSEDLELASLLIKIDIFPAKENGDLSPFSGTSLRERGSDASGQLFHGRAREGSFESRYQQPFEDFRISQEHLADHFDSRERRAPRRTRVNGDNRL
* hit, by the source's call; i = inactive; . = not tested or not shown; & = joins results of further samples. Only part of the results is shown (hit frequency here may not be typical).

SMILES	TDP2 absorb	LEDGF integ inh	ADAM17 inh	Tn7 DDE FP	ASAP1 GAP inh	ARFGAP1 inhibitor	ADAM10 inh	Tn6 DDE FP	proKLK7 act	PLC-gamma1 inh
C[C@]12CCC3C(CC[C@H]4C[C@H](O)CC[C@]34C)C1C[C@H](O)[C@H]2O (stereo not given in full)	-14.3	0.4	3.8	1.4	5.1	3.7	-3.4	-10.7	-0.6	3.8
C=CCN1CC[C@]23c4c5ccc(O)c4O[C@H]2C(=O)CC[C@@]3(O)[C@H]1C5	1.3&8.7	-0.3&0.2	-7.0&-8.0	6.7&4.7	-2.1&-2.7	-13.9&15.0	-3.9&-15.8	-6.0&-2.1	0.2&0.5	1.2&-1.6
CC12CN3CN(C1)CC(C)(C3)C2=NO	5.2	0.1	-1.8	4.1	-12.6	3.5	-7.3	1.5	0.6	2.2
Cc1cccc(C)c1OC(=O)Cc1ccccc1	2.7	-2.5	-1.0	-2.0	-0.9	6.2	-0.7	1.5	0.5	3.8
O=C1OC(c2ccc([N+](=O)[O-])cc2)=N/C1=C/N1CC2CC(C1)c1cccc(=O)n1C2 (stereo not given)	-15.6	-3.5	-2.0	3.4	-15.8	-3.0	-1.5	0.7	-0.5	-32.5
C[C@H]1C[C@@H](C)C(=O)[C@@H]([C@H](O)CC2CC(=O)NC(=O)C2)C1	-1.1	0.2	1.1	-7.1	11.6	.	-3.4	-2.7	-0.2	2.2
CCOP(=O)(OCC)C(O)c1ccc(OC)cc1 (stereo not given)	-1.4	-4.8	7.0	-2.3	0.0	-5.6	-9.9	-3.9	0.4	-0.8
O=C1/C(=C\c2cc3c(cc2Cl)OCO3)N2CCC1CC2	-5.8	0.7	-0.5	2.7	-17.9	6.0	1.8	2.4	0.2	-4.1
COc1cc(/C=C/C(=O)c2c(O)n(CCc3ccccc3)c(=O)[nH]c2=O)ccc1O	12.7	-4.3	0.2	4.0	-4.0	-2.9	-7.9	-3.2	-0.6	-6.4
COc1ccc(C(O)c2ccccc2OP(=O)(N(C)C)N(C)C)cc1 (stereo not given)	-10.8	0.8	4.7	-6.1	-3.2	-0.8	8.7	3.9	-0.3	8.6
O=C1NC(=O)N(c2ccc(F)cc2)C(=O)/C1=C/c1ccsc1	-16.6	-0.9	-3.5	-1.2	-2.6	0.3	-2.7	-2.7	-0.4	-2.4
Cc1ccsc1C(=O)C1CCCN(Cc2cnc(N3CCCC3)s2)C1 (stereo not given)	-5.5	-0.3	1.6	-2.1	-13.5	10.2	0.0	1.4	-0.4	0.2
CC(C)OCCCNC(=O)c1c(N)n(Cc2cccs2)c2nc3ccccc3nc12	-14.2	-0.9	-270.7	-7.7	8.7	-5.0	i	-2.3	-57.0	i
O=S1(=O)N(CCN2CC=C(c3c[nH]c4cc(F)ccc34)CC2)c2cccc3c2N1CCC3	8.6	-0.6	-5.0	-5.7	-9.2	14.8	-7.1	0.7	-0.1	-31.1
CC1CCN(C(=O)C(C)Cl)CC1 (stereo not given)	8.5	-4.0	-2.2	5.0	-6.9	-13.1	-6.1	2.2	0.2	-0.5
O=c1[nH]c(=O)n(CCC2=CCCCC2)c(O)c1/C=N/Nc1ccccc1	-9.6	-5.8	6.8	0.6	-2.6	-6.8	-7.1	-6.5	0.0	-8.0
CC12CN3CC(C)(CN(C1)C3c1ccncc1)C2=O (stereo not given)	-9.3	0.3	3.5	-6.0	2.7	7.3	7.0	-1.7	-0.6	3.3
COc1ccc(NP2(=O)OCC(C)(N)CO2)cc1 (stereo not given)	0.5	0.0	-3.5	1.2	-2.9	-2.8	-3.8	3.4	-0.7	0.0
Cn1cc([N+](=O)[O-])c(C(=O)Nc2ccc3c(C(F)(F)F)cc(=O)oc3c2)n1	1.8	-1.2	-8.4	3.7	-10.6	3.4	-16.7	2.2	-2.2	-9.9
COc1cc(C(=O)OC2C[C@H]3CC[C@@H](C2)N3)ccc1O (stereo not given in full)	-21.2	5.5	2.0	-0.5	-9.8	-3.5	12.4	0.0	-0.1	6.9
COc1ccc(-n2nnnc2C(C2CC2)N2CCC3(CC2)C(=O)NCN3c2ccccc2)cc1 (stereo not given)	2.6	0.4	-1.8	3.1	-5.2	-13.8	-9.3	-2.3	-0.3	2.7
Cc1ccc(S(=O)(=O)N(c2cc(Cl)c(O)c(Cl)c2)P(=O)(OC(C)C)OC(C)C)cc1	-2.4	4.2	-2.0	-9.8	-2.0	-6.8	-0.3	1.8	0.3	-1.0
CN1CCN(c2ccc([N+](=O)[O-])cc2Cl)CC1	-3.8	-0.5	2.4	-4.4	2.5	4.5	10.2	1.3	0.0	5.2
COC(=O)C1=C(c2ccc(OC)c(OC)c2)C[C@@H]2CC[C@H]1N2C(=O)NCCc1ccccc1	1.7	-1.6	-1.4	5.4	-1.0	-14.6	-3.1	4.4	0.2	-1.8
CN1C(=O)N(C)C(=O)C2(Cc3ccccc3N3CCOCC32)C1=O (stereo not given)	-3.5	0.1	-2.2	-4.3	12.9	8.4	-6.7	-1.6	-0.2	3.9
Brc1ccc(Oc2cc(Br)c(Br)cc2Br)c(Br)c1	-11.1	3.6	-1.5	-1.2	-7.0	3.2	-3.4	9.2	0.6	-2.0
O=C(Nc1ccc2ccccc2c1)N1C[C@H]2C[C@@H](C1)c1cccc(=O)n1C2	8.2	-2.7	-17.7	2.2	9.3	2.1	-52.3	-0.6	-3.8	-17.5
FC(F)(F)c1ccccc1CCN1CCNCC1	5.8	-4.5	3.8	-2.2	-6.4	-5.7	0.3	-3.4	-0.3	3.3
CCOP(=O)(OCC)C(O)c1cccnc1 (stereo not given)	-3.5	-0.6	-6.6	0.1	11.3	5.6	-4.8	-10.9	-0.2	5.6
S=P(NCCSCc1ccccc1)(N1CC1)N1CC1	-7.5	-0.6	-0.6	-1.8	2.0	-4.7	-5.4	13.2	0.6	-3.5
Brc1ccc2c(c1)CN(CC1CCCCC1)Cc1cnnn1-2	4.9	2.0	-1.7	10.2	9.4	-6.5	-6.7	-3.4	-1.0	-0.7
O=c1[nH]cc(N(CCCl)CCCl)c(=O)[nH]1	0.4	4.8	-1.2	-5.8	.	.	4.8	4.9	0.0	7.8
CCCNC(=O)N1[C@H]2CC[C@@H]1C(C(=O)OC)=C(c1ccc(F)cc1F)C2	6.5	0.1	0.3	-7.7	3.4	-8.5	2.4	2.9	-1.2	2.7
CCN(CC)C(=O)c1ccc(NC(=O)c2cccc(S(=O)(=O)N3CCN(Cc4ccccc4)CC3)c2)cc1	-12.5	-5.4	-3.8	-1.7	12.6	-3.2	-13.9	4.3	-0.4	2.3
Oc1ccc(O)c2c1C1(Cl)C(Cl)=C(Cl)C2(Cl)C1(Cl)Cl	-2.1	-0.7	14.7*	-3.7	7.1	19.6	40.9*	2.0	0.0	3.1
CN1c2ccc([N+](=O)[O-])cc2CC2(C(=O)NC(=O)N(c3ccc(Br)cc3)C2=O)C1c1ccccc1 (stereo not given)	-18.5	0.0	3.6	-4.5	-7.9	2.4	10.1	-2.1	0.8	3.2
Cc1ccc2nc(N3CCN(C)CC3)[nH]c2c1	0.5	-0.3	-0.2	1.4	-11.7	-5.7	7.1	-5.7	0.6	8.7
COC(=O)C1=C(c2ccc(Cl)c(C(F)(F)F)c2)C[C@@H]2CC[C@H]1N2C(=O)NCc1cc(C)oc1C(F)(F)F	-6.7	-0.8	-1.8	2.5	-9.0	7.0	-4.3	3.1	-0.1	0.3
COc1ccc(C(=O)NC(=S)N2C[C@H]3C[C@H](C2)c2cccc(=O)n2C3)cc1	18.4	-3.4	-0.6	3.5	2.9	34.5*	-8.0	-5.2	0.4	4.3
NC(Cc1ccc(Cl)cc1)c1csc(Nc2cnccn2)n1 (stereo not given)	9.4	6.9	-3.2	0.8	-0.3	15.2	-3.1	0.9	-0.1	-1.4
CC(C)(C)NC(=O)NC(=O)CN1CC=C(c2ccccc2)CC1	-10.4	8.2	-6.2	-0.7	-9.3	-5.9	-22.9	-4.1	0.4	-7.0
CNC(=O)c1cccn(Cc2ccc(C(F)(F)F)cc2)c1=O	12.5	0.3	-33.6	4.8	3.6	15.4	-96.3	1.1	0.8	-7.2
CC(=O)C1CCC2C3CCC4CC(O)CCC4(C)C3CCC12C (stereo not given)	-14.4	3.6	0.0	-6.4	5.2	9.8	9.0	-2.3	-0.1	2.3
O=P(O)(Oc1ccccc1)c1ccccc1	2.8	5.6	1.1	2.4	6.6	5.0	0.8	-1.3	0.0	2.2
[N-]=[N+]=NCc1cn2cccnc2n1	-19.5	2.2	-187.8	-3.7	-5.3	-1.2	i	-5.3	-2.5	-207.8
O=c1[nH]c2ccccc2c(=O)n1-c1ccc(Cl)cc1Cl	-9.4	-1.3	-6.0	8.2	9.3	18.8	-10.6	1.3	-2.9	-0.1
CCNC(=S)NCCC1=c2ccccc2=N/C1=C\c1c(O)n(C)c(=O)n(C)c1=O	-10.4	-1.9	-0.4	5.7	5.9	-1.6	-11.6	-0.2	1.6	-30.4

Some entries already given, showing only Tn6 DDE FP and ASAP1 GAP inh:
canonical_smiles,Tn6 DDE FP,ASAP1 GAP inh
CC(=O)C1CCC2C3CCC4CC(O)CCC4(C)C3CCC12C (stereo not given),-2.3,5.2
NC(Cc1ccc(Cl)cc1)c1csc(Nc2cnccn2)n1 (stereo not given),0.9,-0.3
